APP 5'UTR act: activates APP 5'UTR luciferase reporter; 1% of 190,000 active; activation, % at 2 µM; SH-SY5Y APP 5'UTR luciferase reporter, luminescence; zero percent = DMSO vehicle wells; AID 1276;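 active = activation above a set limit, based on mean plus 3 SD of controls, cut at about 140% in these data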; also: values of inactives mirror those of a sister screen read the other way
ROMK mod: human ROMK K+ channel modulation, primary screen. Tet-inducible ROMK, thallium flux fluorescence; actives lie on both sides. B-score at 10 µM. 2% of 130,000 active. AID 1918;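 active = signal ratio slope over the read window, or its plate-corrected B-score, at least 3 SD from the plate mean, either direction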;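 also: B-score of the F/F0 ratio slope over 7 to 12 s after thallium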
Target sequence (P48048 whole entry, looked up): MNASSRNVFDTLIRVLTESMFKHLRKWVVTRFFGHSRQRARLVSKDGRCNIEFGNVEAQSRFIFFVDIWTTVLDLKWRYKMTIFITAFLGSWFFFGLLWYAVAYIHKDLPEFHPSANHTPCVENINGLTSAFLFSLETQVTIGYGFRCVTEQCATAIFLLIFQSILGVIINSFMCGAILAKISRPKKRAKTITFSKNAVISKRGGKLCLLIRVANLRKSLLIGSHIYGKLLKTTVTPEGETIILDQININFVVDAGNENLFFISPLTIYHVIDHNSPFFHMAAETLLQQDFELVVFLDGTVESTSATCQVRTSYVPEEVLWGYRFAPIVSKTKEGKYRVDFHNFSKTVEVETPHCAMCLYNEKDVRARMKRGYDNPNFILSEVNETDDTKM
FLuc inh counter: inhibits firefly luciferase, flagging false hits in luciferase inhibition screens. ATPLite firefly luciferase biochemical luminescence, 10 min. P08659. AID 1006. 1.5% of 200,000 active. inhibition, % at 10 µM;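 active = inhibition above about 50% when tested at 10 µM, limit read from the data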
Target sequence (P08659 whole entry, looked up): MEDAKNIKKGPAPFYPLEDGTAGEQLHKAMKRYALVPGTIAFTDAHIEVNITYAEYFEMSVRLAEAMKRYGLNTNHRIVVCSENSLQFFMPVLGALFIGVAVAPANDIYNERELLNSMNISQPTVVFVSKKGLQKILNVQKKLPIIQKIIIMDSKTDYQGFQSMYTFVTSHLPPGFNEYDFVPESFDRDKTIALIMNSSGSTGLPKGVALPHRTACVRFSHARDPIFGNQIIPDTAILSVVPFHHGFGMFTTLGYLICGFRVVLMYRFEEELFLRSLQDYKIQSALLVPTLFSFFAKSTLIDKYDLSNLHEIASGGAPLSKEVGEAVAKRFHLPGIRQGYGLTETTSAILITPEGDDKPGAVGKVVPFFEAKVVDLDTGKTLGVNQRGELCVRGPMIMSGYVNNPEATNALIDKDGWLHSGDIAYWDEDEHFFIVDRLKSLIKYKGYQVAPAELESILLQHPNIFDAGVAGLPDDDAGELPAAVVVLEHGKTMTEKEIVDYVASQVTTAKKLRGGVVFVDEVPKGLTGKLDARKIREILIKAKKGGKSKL
STAT1 blocker: STAT1 signaling inhibition. NIH 3T3 STAT1-luciferase reporter, IFN-gamma, luminescence. inhibition, % at 5.5 µM. 0.35% of 200,000 active;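 active = inhibition above a set limit, the mean inhibition across all tested compounds plus 3 SD, cut at about 34% in these data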;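 also: 0% = IFN-gamma with DMSO and 100% = IFN-gamma with 300 µM nifuroxazide; values of inactives mirror those of a sister screen read the other way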
STAT1 activator: activators of IFN-gamma induced STAT1 signaling | 2.6% of 200,000 active | NIH 3T3 STAT1-luciferase reporter, luminescence; 100% = IFN-gamma alone, no compound | activation (% of control), % at 5.5 µM;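 active = activation above the screen-wide mean activation plus 3 SD, cut at about 130% in these data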;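 also: raw ratio to IFN-gamma control signal so 100% means no change and 0% no light; values of inactives mirror those of a sister screen read the other way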
NF-kB expr up: NF-kB expression increase, human neuronal cells; fold change at 12.5 µM; 1.6% of 190,000 active; NF-kB reporter expression; active compounds read high; in the data active = fold change above about 3.3
STAT3 activator: STAT3 signaling activation; U3A cells, IL-6 STAT3-luciferase reporter, luminescence; 100% = signal with IL-6 EC80 alone; activation (% of control), % at 5.6 µM; 0.91% of 190,000 active; AID 871;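 active = activation above the screen-wide mean of compound activation plus 3 SD, cut at about 130% in these data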;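 also: 0% = background luminescence of wells with medium and substrate only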
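system = STAT3-luciferase reporter U3A cells | reagent = IL-6 stimulus at 33 ng/mL final | timing = 1 h compound pre-exposure, 6 h IL-6 stimulation, 37 °C | measured by = luminescence | evaluation = % activation versus median of IL-6-stimulated wells | control set = IL-6-only wells as 100% reference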
APP transl inh: APP translation inhibition. SH-SY5Y APP 5'UTR-luciferase reporter, luminescence. inhibition, % at 2 µM. 0.82% of 190,000 active;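 active = inhibition above a set limit, derived from the sample mean plus 3 SD, cut at about 45% in these data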; also: values of inactives mirror those of a sister screen read the other way
STAT3 inh: inhibitors of IL-6 induced STAT3 signaling | U3A cells, IL-6 STAT3-luciferase reporter, luminescence; host cell line lacks STAT1 | inhibition, % at 5.5 µM | 0.89% of 190,000 active | AID 862;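 active = inhibition above the mean inhibition across all screened compounds plus 3 SD, cut at about 44% in these data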;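 also: 0% = DMSO only wells and 100% = 100 µM nifuroxazide control wells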
FLuc act counter: firefly luciferase counter-screen for stimulation assays | P08659 | 200,000 tested, under 10 active | ATPlite luciferase biochemical, luminescence, 10 min; 0 = ATP-free wells, 1 = DMSO control | activation factor at 10 µM;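 active = luciferase activation factor, scaled between plate controls, of at least 2 with compound at 10 µM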
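Material: Luciferase/luciferin reagent mix | Doses: Test compounds dosed from 2 mM stocks in 100% DMSO | Timing: 10 min incubation after luciferase reagent addition, room temperature | Measured by: Luminescence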
* = called active by the depositor. Random draw from the library (roughly 7.1% active in at least one column).

How did Cc1cccc(C)c1OC1(c2ccccc2)OC(=O)c2ccccc21 (configuration not stated) do in these assays?
APP 5'UTR act: -5; FLuc inh counter: -2; STAT1 blocker: -9; STAT1 activator: 109; NF-kB expr up: 0.95; STAT3 activator: 102; APP transl inh: 5; STAT3 inh: 2; FLuc act counter: 1

How did CCCCc1nnc(NC(=O)CSc2nc(=O)cc(N)n2-c2ccccc2)s1 do in these assays?
APP 5'UTR act: 13; FLuc inh counter: -8; STAT1 blocker: 3; STAT1 activator: 97; NF-kB expr up: 0.78; STAT3 activator: 99; APP transl inh: -13; STAT3 inh: 6; FLuc act counter: 1.1

What do the screens show for `COCCn1c(SCc2nc3ccccc3c(=O)[nH]2)nc2ccccc2c1=O`?
APP 5'UTR act: -14; ROMK mod: -0.63; FLuc inh counter: -4; STAT1 blocker: 7; STAT1 activator: 92; NF-kB expr up: 1.4; STAT3 activator: 96; APP transl inh: 14; STAT3 inh: 6; FLuc act counter: 1

What do the screens show for `O=C(COc1ccc(NS(=O)(=O)c2ccc(F)cc2)cc1)N1CCOCC1`?
APP 5'UTR act: -2; ROMK mod: -0.75; FLuc inh counter: 2; STAT1 blocker: -1; STAT1 activator: 102; NF-kB expr up: 1.1; STAT3 activator: 91; APP transl inh: 2; STAT3 inh: 11; FLuc act counter: 1

Results for COc1ccc(C(=O)NNC(=S)NC(=O)/C=C/c2cccs2)cc1 ?
APP 5'UTR act: -34; ROMK mod: 3.7*; FLuc inh counter: 49; STAT1 blocker: -3; STAT1 activator: 102; NF-kB expr up: 1.2; STAT3 activator: 104; APP transl inh: 34; STAT3 inh: -4; FLuc act counter: 0.5

How did CCN(CC)C(=O)N1CCN(S(=O)(=O)c2ccccc2)CC1 do in these assays?
APP 5'UTR act: -8; ROMK mod: -0.086; FLuc inh counter: -8; STAT1 blocker: -5; STAT1 activator: 103; NF-kB expr up: 0.9; STAT3 activator: 103; APP transl inh: 8; STAT3 inh: -2; FLuc act counter: 1.1

Results for CCOc1cc2[nH]c(=O)n(Cc3ccccc3)c(=O)c2cc1OCC ?
APP 5'UTR act: -2; FLuc inh counter: -5; STAT1 blocker: 4; STAT1 activator: 97; NF-kB expr up: 1.6; STAT3 activator: 112; APP transl inh: 2; STAT3 inh: -10; FLuc act counter: 1.1

How did CC(NC(=O)Cc1ccc(F)cc1)C(c1cccs1)N1CCN(C)CC1 (configuration not stated) do in these assays?
APP 5'UTR act: -3; ROMK mod: -0.48; FLuc inh counter: -4; STAT1 blocker: 7; STAT1 activator: 93; NF-kB expr up: 0.9; STAT3 activator: 103; APP transl inh: 3; STAT3 inh: 0; FLuc act counter: 1

Results for COC(=O)c1ccc(N=NN2CCCCC2)cc1 ?
APP 5'UTR act: 151*; ROMK mod: -0.55; FLuc inh counter: 26; STAT1 blocker: -45; STAT1 activator: 140*; NF-kB expr up: 3.3*; STAT3 activator: 88; APP transl inh: -151; STAT3 inh: 18; FLuc act counter: 0.7

How did CCOC(=O)c1oc2ccccc2c1NC(=O)c1cccc(OC)c1 do in these assays?
APP 5'UTR act: -10; FLuc inh counter: -7; STAT1 blocker: 4; STAT1 activator: 97; NF-kB expr up: 0.81; STAT3 activator: 89; APP transl inh: 10; STAT3 inh: 17; FLuc act counter: 1.1

Results for NS(=O)(=O)c1ccc(NC(=O)Cn2ncc3c2-c2ccccc2OC3)cc1 ?
APP 5'UTR act: 7; FLuc inh counter: -6; STAT1 blocker: 6; STAT1 activator: 95; NF-kB expr up: 1.1; STAT3 activator: 100; APP transl inh: -7; STAT3 inh: 9; FLuc act counter: 1.1

Results for Cc1ccc(N2C(=O)c3ccc(C(=O)O)cc3C2=O)cc1C ?
APP 5'UTR act: -10; ROMK mod: -0.056; FLuc inh counter: 0; STAT1 blocker: 2; STAT1 activator: 98; NF-kB expr up: 0.99; STAT3 activator: 101; APP transl inh: 10; STAT3 inh: 5; FLuc act counter: 1

How did Cc1nn(CC(=O)N/N=C/c2ccc3c(c2)OCO3)c(C)c1Br do in these assays?
APP 5'UTR act: 12; FLuc inh counter: -7; STAT1 blocker: -1; STAT1 activator: 101; NF-kB expr up: 0.96; STAT3 activator: 96; APP transl inh: -12; STAT3 inh: 4; FLuc act counter: 1.1

Results for CN(C(=O)COc1ncnc2c1cnn2-c1ccccc1)C1CCCCC1 ?
APP 5'UTR act: 17; ROMK mod: -0.73; FLuc inh counter: -6; STAT1 blocker: 5; STAT1 activator: 94; NF-kB expr up: 1.1; STAT3 activator: 99; APP transl inh: -17; STAT3 inh: 9; FLuc act counter: 1.1

Results for COc1ccc(C2CC(C(F)(F)F)n3nc(C(N)=O)c(Cl)c3N2)cc1OC (configuration not stated) ?
APP 5'UTR act: 4; ROMK mod: 0.2; FLuc inh counter: -5; STAT1 blocker: 11; STAT1 activator: 90; NF-kB expr up: 1.2; STAT3 activator: 104; APP transl inh: -4; STAT3 inh: -2; FLuc act counter: 1

What do the screens show for `Cc1ccc(OCCCNC2CCCC2)cc1`?
APP 5'UTR act: -9; FLuc inh counter: -6; STAT1 blocker: -1; STAT1 activator: 100; NF-kB expr up: 1.1; STAT3 activator: 102; APP transl inh: 9; STAT3 inh: -7; FLuc act counter: 1.1

How did CCCCNC1CCS(=O)(=O)C1 (configuration not stated) do in these assays?
APP 5'UTR act: -2; ROMK mod: -0.013; FLuc inh counter: -4; STAT1 blocker: 2; STAT1 activator: 98; NF-kB expr up: 0.95; STAT3 activator: 98; APP transl inh: 2; STAT3 inh: 8; FLuc act counter: 1

Results for NS(=O)(=O)c1ccc(CNC(=O)C2CCCCC2)cc1 ?
APP 5'UTR act: -6; FLuc inh counter: 2; STAT1 blocker: -1; STAT1 activator: 100; NF-kB expr up: 1.3; STAT3 activator: 98; APP transl inh: 6; STAT3 inh: 7; FLuc act counter: 1

Results for Cc1ccc(-c2nc(N)sc2C)cc1 ?
APP 5'UTR act: -9; ROMK mod: 0.66; FLuc inh counter: 2; STAT1 blocker: -2; STAT1 activator: 102; NF-kB expr up: 1.5; STAT3 activator: 87; APP transl inh: 9; STAT3 inh: 17; FLuc act counter: 1

Results for Cc1nn(Cc2c(Cl)cccc2Cl)c(C)c1NC(=O)CCCn1nc([N+](=O)[O-])c(Cl)c1C ?
APP 5'UTR act: 9; ROMK mod: -0.28; FLuc inh counter: -5; STAT1 blocker: 5; STAT1 activator: 95; NF-kB expr up: 1.1; STAT3 activator: 94; APP transl inh: -9; STAT3 inh: 10; FLuc act counter: 1

What do the screens show for `COc1ccc(NC(=O)Cc2ccccc2)cc1`?
APP 5'UTR act: 6; ROMK mod: 0.75; FLuc inh counter: 9; STAT1 blocker: -19; STAT1 activator: 116; NF-kB expr up: 1.9; STAT3 activator: 105; APP transl inh: -6; STAT3 inh: -3; FLuc act counter: 0.9

What do the screens show for `O=C(c1ccccc1F)N(Cc1cccnc1)Cc1cc2cc3c(cc2[nH]c1=O)OCCO3`?
APP 5'UTR act: -16; ROMK mod: 0.55; FLuc inh counter: -6; STAT1 blocker: -2; STAT1 activator: 100; NF-kB expr up: 1.1; STAT3 activator: 99; APP transl inh: 16; STAT3 inh: 4; FLuc act counter: 1.1

How did O=C(O)c1coc2ccccc12 do in these assays?
APP 5'UTR act: -4; FLuc inh counter: -8; STAT1 blocker: -10; STAT1 activator: 110; NF-kB expr up: 1.2; STAT3 activator: 104; APP transl inh: 4; STAT3 inh: 1; FLuc act counter: 1.1

What do the screens show for `Cc1cc(C(=O)NCCCN2CCOCC2)n(-c2ccccc2)n1`?
APP 5'UTR act: 8; FLuc inh counter: -2; STAT1 blocker: 10; STAT1 activator: 91; NF-kB expr up: 1.1; STAT3 activator: 107; APP transl inh: -8; STAT3 inh: -4; FLuc act counter: 1

How did O=C(NC1CC1)c1cc(-c2ccccn2)nc2ccccc12 do in these assays?
APP 5'UTR act: -17; FLuc inh counter: -6; STAT1 blocker: 1; STAT1 activator: 99; NF-kB expr up: 0.94; STAT3 activator: 99; APP transl inh: 17; STAT3 inh: 5; FLuc act counter: 1.1

What do the screens show for `CCN(CC)CC(=O)Nc1sc(C)c(C)c1C(=O)c1ccc(C)cc1`?
APP 5'UTR act: 1; ROMK mod: -0.026; FLuc inh counter: -9; STAT1 blocker: 12; STAT1 activator: 88; NF-kB expr up: 1; STAT3 activator: 105; APP transl inh: -1; STAT3 inh: -5; FLuc act counter: 1.1

What do the screens show for `Cn1c(Cc2ccccc2)nnc1SCc1nc2ccccc2c(=O)[nH]1`?
APP 5'UTR act: -31; ROMK mod: 2.5; FLuc inh counter: -6; STAT1 blocker: 5; STAT1 activator: 95; NF-kB expr up: 0.99; STAT3 activator: 104; APP transl inh: 31; STAT3 inh: 3; FLuc act counter: 1.1

Results for O=C(O)CSc1c(-c2ccccc2)c2cc(Cl)ccc2[nH]c1=O ?
APP 5'UTR act: 11; FLuc inh counter: -3; STAT1 blocker: 0; STAT1 activator: 100; NF-kB expr up: 1; STAT3 activator: 106; APP transl inh: -11; STAT3 inh: -1; FLuc act counter: 1

How did O=C(O)c1ccc(NS(=O)(=O)c2ccc3c(c2)C(=O)c2cc(S(=O)(=O)Nc4ccc(C(=O)O)cc4)ccc2-3)cc1 do in these assays?
APP 5'UTR act: -24; ROMK mod: -0.38; FLuc inh counter: 4; STAT1 blocker: 6; STAT1 activator: 95; NF-kB expr up: 0.95; STAT3 activator: 98; APP transl inh: 24; STAT3 inh: 7; FLuc act counter: 1

What do the screens show for `CC(C)N(C)CCOC(=O)c1ccccc1Cl`?
APP 5'UTR act: -11; ROMK mod: -0.015; FLuc inh counter: -7; STAT1 blocker: 7; STAT1 activator: 94; NF-kB expr up: 1.4; STAT3 activator: 96; APP transl inh: 11; STAT3 inh: 2; FLuc act counter: 1.1

What do the screens show for `CS(=O)(=O)N(CC(=O)Nc1ccccc1C(=O)NCc1ccccc1)c1ccc2c(c1)OCCO2`?
ROMK mod: 0.63; FLuc inh counter: -10; STAT1 blocker: 10; STAT1 activator: 90; NF-kB expr up: 0.66; STAT3 activator: 104; STAT3 inh: -4; FLuc act counter: 1.1

How did Cc1ccc(OCC(=O)Nc2cc(-c3nn4c(C)nnc4s3)ccc2C)cc1 do in these assays?
APP 5'UTR act: 8; FLuc inh counter: -4; STAT1 blocker: 0; STAT1 activator: 99; NF-kB expr up: 0.91; APP transl inh: -8; FLuc act counter: 1

How did O=C(COC(=O)c1ccc2c(c1)OCCO2)Nc1cccc(S(=O)(=O)N2CCOCC2)c1 do in these assays?
APP 5'UTR act: -4; ROMK mod: -1.1; FLuc inh counter: -1; STAT1 blocker: -2; STAT1 activator: 101; NF-kB expr up: 0.99; STAT3 activator: 102; APP transl inh: 4; STAT3 inh: -2; FLuc act counter: 1

2 entries drawn at random from those above:
Results for NS(=O)(=O)c1ccc(CNC(=O)C2CCCCC2)cc1 ?
APP 5'UTR act: -6; FLuc inh counter: 2; STAT1 blocker: -1; STAT1 activator: 100; NF-kB expr up: 1.3; STAT3 activator: 98; APP transl inh: 6; STAT3 inh: 7; FLuc act counter: 1

How did Cc1nn(CC(=O)N/N=C/c2ccc3c(c2)OCO3)c(C)c1Br do in these assays?
APP 5'UTR act: 12; FLuc inh counter: -7; STAT1 blocker: -1; STAT1 activator: 101; NF-kB expr up: 0.96; STAT3 activator: 96; APP transl inh: -12; STAT3 inh: 4; FLuc act counter: 1.1

Screening results: PubChem BioAssay, several laboratories
